hcGAS lum = human cGAS inhibition | Q8N884 | recombinant h-cGAS, ATP depletion, Kinase-Glo luminescence | inhibition, % at 12.5 µM | actives 0.081% (n = 290,000) | AID 1259398;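 further: 0% = vehicle reaction and 100% = reaction without DNA for no activity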
Target sequence (Q8N884 whole entry, looked up): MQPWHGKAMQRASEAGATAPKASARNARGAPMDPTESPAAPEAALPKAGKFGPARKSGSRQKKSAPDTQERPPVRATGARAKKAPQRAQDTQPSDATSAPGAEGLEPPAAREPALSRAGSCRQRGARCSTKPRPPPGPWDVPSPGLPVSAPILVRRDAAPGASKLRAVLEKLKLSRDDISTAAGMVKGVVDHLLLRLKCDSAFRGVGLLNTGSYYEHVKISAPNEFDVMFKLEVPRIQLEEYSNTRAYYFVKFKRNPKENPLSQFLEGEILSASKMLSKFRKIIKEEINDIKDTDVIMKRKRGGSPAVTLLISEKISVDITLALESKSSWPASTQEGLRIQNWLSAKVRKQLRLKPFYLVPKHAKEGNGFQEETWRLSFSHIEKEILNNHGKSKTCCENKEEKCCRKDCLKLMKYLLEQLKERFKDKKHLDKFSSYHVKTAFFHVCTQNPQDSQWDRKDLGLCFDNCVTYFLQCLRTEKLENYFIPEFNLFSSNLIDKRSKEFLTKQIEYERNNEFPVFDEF
mcGAS inh = blocks mouse cGAS activity | actives 0.15% (n = 160,000) | inhibition, % at 12.5 µM | recombinant cGAS, Kinase-Glo ATP depletion luminescence | AID 1259399;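 further: 0% = negative control wells and 100% = reference inhibitor with no enzyme activity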
NPYLR7 agonist = activates Aedes aegypti NPYLR7 receptor; HEK293T NPYLR7/Galpha15, GCaMP6s calcium fluorescence; activation, % at 10 µM; actives 0.15% (n = 270,000); AID 1259423; in the data active means activation above about 40%;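 further: 0% = vehicle and 100% = reference agonist at the receptor; some compounds past the cut are filed as inactive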
* marks the source's active call; other numbers are inactive results; · = not tested or not shown; & = joins results of further samples. Unless noted, no stated cut-off is given here; in the data, active means inhibition above about 40%; inactive means the rest.

SMILES	hcGAS lum	mcGAS inh	NPYLR7 agonist
Cc1c(CN2CCCC(c3nc(C(C)C)no3)C2)c2ccccc2n1CC(N)=O (configuration not stated)	-1	-17	9
CCOC(=O)C1(CCc2ccccc2)CCN(C(=O)c2cccc(C(=O)OC)c2)CC1	-5&0	-7&-5	1&3
CCOC(=O)c1c(C)[nH]c(C(=O)NC(C)C(=O)N2CCOCC2)c1C (configuration not stated)	-3	·	12
CC(C)c1ccc(CCC(=O)NCc2cc(Br)c[nH]2)cc1	-11	-17	4
CN1CCC2(CC1)NC(=O)NC2=O	-12	·	12
COc1ccc(S(=O)(=O)CCCC(=O)N=c2sc3c(OC)ccc(OC)c3n2C)cc1	-9	-10	10
CNS(=O)(=O)c1ccc(CNC(=O)C2(c3cccc(Cl)c3)CCCC2)cc1	-3	-11	-2
COc1ccc(-c2[nH]ncc2CN(CC2CCC2)CC2CCCO2)c(OC)c1 (configuration not stated)	-8&-4	-4	1&-4
COc1ccc(S(=O)(=O)N2CCc3ccccc3C2)cc1N1CCN(S(=O)(=O)c2ccc(F)c(Cl)c2)CC1	3	0	0
Cn1c(C(=O)NCCCN2CCOCC2)cc2c(=O)n3ccccc3nc21	-9	-5	0
Cn1c(N)c(C(=O)CSc2nnc(NC3CC3)s2)c(=O)[nH]c1=O	-7	-6	12
COc1ccccc1CN(CCc1c[nH]c2ccccc12)Cc1nc(C(=O)NCCN2CCOCC2)co1	-1	-6	9
CCOC(=O)c1nn(CCC(F)(F)F)c2c1CN(C(=O)CCc1ccc3c(c1)OCO3)CC2	-15	-6	11
CNC(=O)[C@H]1C[C@]2(CCCCN(C)C2=O)N(S(=O)(=O)c2cccs2)[C@H]1c1ccco1	-1	-6	3
COc1ccc(-c2[nH]ncc2CN2CCN(C3CCCC3)C(CCO)C2)cc1 (configuration not stated)	-6&2	·	7&4
CC1CN(Cc2nc(N3CCOC(C)C3)c3cnn(C)c3n2)CCO1 (configuration not stated)	-8	·	-1
Cc1cc(C)cc(Nc2cc(Cl)nc(N)n2)c1	0	-4	0
Cc1ccc(-n2c(C)cn3c4c(=O)n(CCN5CCCCC5)c(=O)n(C)c4nc23)cc1C	-3	·	-3
CCOc1ccc(-n2c(CNC(=O)c3ccc(S(=O)(=O)N4CCCC4)cc3)nnc2SCC(=O)N2CCc3ccccc32)cc1	-5	-6	8
Cc1ccc(NC(=O)C2CCCN2C(=O)c2ccco2)nc1 (configuration not stated)	-3	·	-1
O=C(CN(CCc1c[nH]c2ccccc12)S(=O)(=O)c1ccccc1)NC1CCCCC1	-4	-6	-6
Cc1ccc(-c2cc(C(F)(F)F)n3nc(N)nc3n2)cc1	-8	·	2
CC(C)CCC1(C2CCN(C(=O)c3noc4c3CCCC4)CC2)NC(=O)N(CCN(C)C)C1=O (configuration not stated)	-10	·	3
CC(=O)c1ccc(S(=O)(=O)N2CCN(C(C)c3ccccc3)CC2)cc1 (configuration not stated)	2	1	-1

Sorted by SMILES length (ascending): three of the compounds above
SMILES	hcGAS lum	mcGAS inh	NPYLR7 agonist
Cc1cc(C)cc(Nc2cc(Cl)nc(N)n2)c1	0	-4	0
Cc1ccc(NC(=O)C2CCCN2C(=O)c2ccco2)nc1 (configuration not stated)	-3	·	-1
CC(=O)c1ccc(S(=O)(=O)N2CCN(C(C)c3ccccc3)CC2)cc1 (configuration not stated)	2	1	-1

Other structures.
SMILES	hcGAS lum	mcGAS inh	NPYLR7 agonist
Cc1cccc2[nH]cc(C(=O)CN3CCC(C(=O)N4CCCC4)CC3)c12	-7	·	0
COc1ccccc1CN(Cc1ccc(F)cc1)CC(O)COCC(C)C (configuration not stated)	-7	-4	29
CCc1c(C)cc(C(=O)NCc2cc(-c3ccco3)on2)c(=O)n1C	-1	·	0
CC(=O)Nc1cccc(C(=O)N2CCOC(Cc3ccccc3)C2)c1 (configuration not stated)	-2	-5	-4
CCOC(=O)C(O)(c1ccc(N(C)C(=O)OC(C)C)cc1)C(F)(F)F (configuration not stated)	-4	-6	4
CCCc1nc(SC(C)c2cccc(F)c2)n[nH]1 (configuration not stated)	-6	-8	1
Cc1cc(C)n(CCCNC2CCN(S(C)(=O)=O)CC2)n1	-5	·	2
CC(c1nc2ccccc2c(=O)n1-c1ccc(Cl)cc1)N(CCc1ccccc1)C(=O)Nc1cc(C(F)(F)F)cc(C(F)(F)F)c1 (configuration not stated)	-1	1	·
CCN(C(=O)NCCc1ccc(C)nc1)C(C)CS(C)(=O)=O (configuration not stated)	3	·	3
CCC(C(=O)N(CCN1CCOCC1)CC(=O)N(Cc1ccccc1)Cc1ccco1)c1ccccc1 (configuration not stated)	-4	0	·
Cc1c(C(=O)NC(C)(C)C(=O)N(C)C)nnn1-c1cccc2cccnc12	-9	·	7
CCc1ccc(C(=O)CSc2nnc(C3CC3)n2C2CC2)s1	-7	·	2
CCOc1ncccc1C(=O)N1CCCN(C(=O)c2ccco2)CC1	-4	·	-1
O=C(Nc1cccc(-c2cscn2)c1)C1CCN(C/C=C/c2ccc(F)cc2)CC1	-9	-9	4
COCCn1c(SCCC#N)nc2sc3c(c2c1=O)CCCC3	6	·	0
Cc1cc(C(=O)N(Cc2ccccn2)c2nc3c(C)ccc(C)c3s2)on1	-6	-10	9
CC(C)N1CC(C(=O)NCCSCc2ccsc2)CC1=O (configuration not stated)	-12	·	8
CCN1C[C@H]2[C@@H](c3ccc(F)c(Cl)c3)N[C@@](CC)(CO)[C@H]2C1	-6	-17	14
CCCCCN(CC(=O)Nc1cc(C(C)(C)C)nn1-c1ccc(OC)cc1)C(=O)Nc1ccc(OC)cc1OC	-6	-7	19
Cc1ccc(S(=O)(=O)CC2CSc3nnc(C)c(=O)n32)cc1 (configuration not stated)	-1	·	-4
Cc1ccc(NC(=O)c2c(-c3ccccc3)noc2C)nc1	-3	-6	-7
COc1ccc(CNC(=O)C2CC(=O)N(N(C)c3ccccc3)C2)cc1 (configuration not stated)	-4	-4	-7
CCCCc1ccc(C(=O)N(CC(=O)NCC(=O)Nc2ccc(C)cc2)Cc2ccc(F)cc2)cc1	-1	-4	·
CC1CCN(S(=O)(=O)c2cc(Cl)sc2Cl)CC(C)(C)C1 (configuration not stated)	-6	-2	-3
CN(C)CCCN(C(=O)c1cccc([N+](=O)[O-])c1)c1nc2ccccc2s1	-6	-9	0
C=c1ccccc1=C1NN=C(SCC(=O)C23CC4CC(CC(C4)C2)C3)O1	-1	·	10
O=C(O)C1C2CCC(CC2)C1C(=O)Nc1cnn(Cc2cccc3ccccc23)c1 (configuration not stated)	2	·	-3
c1nc(NCc2ccsc2)c2[nH]cnc2n1	-5	·	2
CCn1c(C2CCCN(C(=O)NC(C)(C)CC(C)(C)C)C2)nn(C)c1=O (configuration not stated)	2	·	0
COc1cccc(-c2nccn2CC2OCCc3ccccc32)c1OC (configuration not stated)	0	-11	·
Cc1cnccc1CN(C)C(=O)c1ccc(Cn2cnnn2)cc1	-5	·	-1
O=C(Nc1ccccc1F)NC1C2COCC1CN(CC1CC1)C2 (configuration not stated)	-6	·	28
CN1C(=O)C(=Cc2ccccc2OCc2ccccc2F)C(=O)N(C)C1=O	-3	-7	3
CC(C)n1cnnc1SCc1ccc(C#N)cc1	-7	-9	0
Cc1ccc(-c2nn(-c3cccc(F)c3)cc2CN2CCCC(c3nncn3C)C2)o1 (configuration not stated)	-7	-9	3
Cc1ccc(-n2c(C(C)N(CCc3ccccc3)C(=O)c3ccc(Br)cc3)nc3ccccc3c2=O)cc1 (configuration not stated)	-4	-5	8

Complete entries, looked up by structure. Order of screens: hcGAS lum, mcGAS inh, NPYLR7 agonist
COc1ccc(-c2[nH]ncc2CN2CCN(C3CCCC3)C(CCO)C2)cc1 (configuration not stated) as listed: -6&2, ·, 7&4
Cn1c(C(=O)NCCCN2CCOCC2)cc2c(=O)n3ccccc3nc21 as listed: -9, -5, 0
Cc1ccc(-c2nn(-c3cccc(F)c3)cc2CN2CCCC(c3nncn3C)C2)o1 (configuration not stated) as listed: -7, -9, 3
CCOc1ncccc1C(=O)N1CCCN(C(=O)c2ccco2)CC1 as listed: -4, ·, -1
COc1ccccc1CN(CCc1c[nH]c2ccccc12)Cc1nc(C(=O)NCCN2CCOCC2)co1 as listed: -1, -6, 9

(continued)
SMILES	hcGAS lum	mcGAS inh	NPYLR7 agonist
O=C(NC1CCN(Cc2ccccc2)CC1)C1COc2ccccc2O1 (configuration not stated)	-17	·	1
O=C(Nc1ccc(C2SCC(=O)N2c2ccc(F)cc2)cc1)c1ccc2c(c1)OCO2 (configuration not stated)	-6	-7	27
Cn1cccc1C(=O)N1CCC(n2c(Cc3ccccc3)nc3ccccc32)CC1	0	-3	3
CN(Cc1cccc2cccnc12)C(=O)c1cn(CC2CCCNC2)nn1 (configuration not stated)	-4	·	17
COc1ccc(OC)c(S(=O)(=O)N2CCN(C(=O)Nc3ccccc3)CC2)c1	-9	·	18
COc1ccc(NC(=O)Nc2ccc(Nc3cc(-n4ccnc4)nc(C)n3)cc2)c(C)c1	-4	-10	-12
CC(=NNC(=O)Cc1cn2ccsc2n1)c1ccc(Cl)s1	-8	-9	-3
COc1ccc(/C=C/C2=NC(=C\c3ccccc3F)/C(=O)O2)cc1	-1	·	-2
CC(=O)Nc1c(C)ccc(NC(=O)CC2(C(=O)O)CCSC2)c1C (configuration not stated)	-4&0	·	4&-5
CCCCn1nnnc1NCc1ccc(N2CCCC2)cc1	-3	·	2
COc1ccc(NC(=O)Cn2cc(OC)c(=O)cc2CSc2ncccn2)c(OC)c1	-2	-1	-1
Cc1cc2c(cc1CN1CCCCC1CCN1CCN(C)CC1)OCO2 (configuration not stated)	-7	·	0
CCCc1ncc(C(=O)NC2CCS(=O)(=O)CC2)s1	-5	·	2
O=C(NCCn1cc(SCC(=O)N2CCOCC2)c2ccccc21)c1ccc(F)cc1	-5	·	-3
COc1ccc(OC)c(NC(=O)CSc2nc(=O)n3ccccc3n2)c1	-11	-8	-2
Cc1cccc(C(=O)NC(C)C(=O)Nc2n[nH]c(C)n2)c1 (configuration not stated)	-11	-17	7
Cc1noc(CNc2ccc(OCc3ccccc3F)cc2)n1	-10	·	3
Cc1nn(C)c2n[nH]c(NC(=O)C3CC3c3cccc(F)c3)c12 (configuration not stated)	-6	·	0
O=C1C(=Cc2ccc3c(c2)OCO3)CCC1=Cc1ccc2c(c1)OCO2	2	·	-10
CS(=O)(=O)N1CCc2ccccc2C1	-7	·	11
CCN(CC(C)C#N)C(=O)Cc1ccc(CC(C)C)cc1 (configuration not stated)	-5	·	7
Cc1cc(C(=O)N(C)CC2=CCCN(C[C@@H](O)CO)C2)c(C)o1	-4	·	8
CCCc1ncncc1C(=O)N1CCc2[nH]nc(-c3ccccc3F)c2C1	3	0	0
CCc1nc(C)sc1CNC(=O)c1cc(COc2ccccc2)[nH]n1	-4	·	5
O=C(CCN1Cc2ccccc2C1=O)Nc1cnc2n1CCCC2	-7	-12	8
CCc1ccc(NC(=O)N2CCC3(CC2)NC(=O)c2cc(Br)ccc2N3)cc1	-3	-2	-3
CC(C)(CNC(=O)C1CCCN(CC(N)=O)C1)N1CCc2ccccc2C1 (configuration not stated)	-7	·	13
CCOC(=O)C1(CCCc2ccccc2)CCN(C(=O)Nc2ccc3c(c2)OCO3)CC1	-9	-10	5
CCN(CC1CCCO1)C(=O)c1ccc2ncsc2c1 (configuration not stated)	-5	·	4
CC(=O)NC1=NN(C(C)=O)C2(S1)C(=O)N(CCOc1ccccc1)c1ccc(C)cc12 (configuration not stated)	1	-5	0
CCCCN(C=O)c1c(CC)nc2c(OCC(=O)N(C)C)cccn12	-4	-4	4
Cc1cccnc1NC1(C(F)(F)F)N=C(c2ccccc2)NC1=O (configuration not stated)	-7&0	-7	1&-8
CCn1cc(S(=O)(=O)N2CCCCCCNC(=O)[C@@H]3CCC[C@@H]32)cn1	0	-4	·
COCc1nc(NCc2ccccc2-n2cccn2)c2cnn(C)c2n1	-4	-14	-6
COc1cc(Cl)ccc1CNC(=O)N1CCN(c2ncccn2)CC1	-2	·	6
CC1c2cccn2CCN1C(=O)c1cccc(S(=O)(=O)CC(F)(F)F)c1 (configuration not stated)	-6	-13	11

In the list so far, three contain a cyano group.
SMILES	hcGAS lum	mcGAS inh	NPYLR7 agonist
COCCn1c(SCCC#N)nc2sc3c(c2c1=O)CCCC3	6	·	0
CC(C)n1cnnc1SCc1ccc(C#N)cc1	-7	-9	0
CCN(CC(C)C#N)C(=O)Cc1ccc(CC(C)C)cc1 (configuration not stated)	-5	·	7

The list continues.
SMILES	hcGAS lum	mcGAS inh	NPYLR7 agonist
CN1C[C@@H](NC(=O)CC2CCCC2)C[C@H]1C(=O)NCc1ccccn1	-9	·	-4
COc1ccc(-c2cccc(-n3cncc3C(=O)NC/C=C(\C)CCC=C(C)C)c2)cc1OC	-2	-6	24
CCOc1ccc(NC(=O)c2cn(-c3cc(N4CCOCC4)ncn3)cn2)cc1	-4	·	-7
CCCc1cc(C(=O)N2CCC3(CCNC(=O)CC3)CC2)cs1	-4	·	8
Cc1ccn2c(NC(=O)C34CC5CC(CC(C5)C3)C4)c(-c3ccccc3C)nc2c1	-9	-8	-1
Cc1cc(O)ccc1NC(=O)CC(NCCc1ccccc1)C(=O)O (configuration not stated)	-6	-9	12
CN=c1scc(-c2ccco2)n1N=Cc1ccc(O)c(O)c1	-13	·	-17
CCOC(=O)C1CCCN(C(=O)CC(c2ccc(OC)cc2)c2cn(C)c3ccccc23)C1 (configuration not stated)	-4	-5	14
CCCC(=O)N(CCCOC)CC(=O)N(CCc1c[nH]c2ccccc12)Cc1ccc(F)cc1	-5	-6	22
COc1ccc(OCCCCOc2ccc3ccccc3c2)cc1	-5	·	9

Assay outcomes (PubChem BioAssay)
